miR122 inh = miR-122 Renilla sensor signal increase in Huh7, primary screen, miR-122 inhibitor project, cell-based, single point, plate reader; Huh7 miR-122 Renilla luciferase sensor, 48 h; neutral wells = 0, positive control = 100; activation (reporter increase), % at 12.5 µM; 0.3% of 340,000 active; AID 602342, 2012;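 active = mean replicate activation score at least 90 and every replicate individually at or above 90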;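 also: higher luciferase means less miR-122 activity so hits act as miR-122 inhibitors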
Casp6 inh = human caspase-6 inhibitors, primary screen, biochemical, VEID-R110 fluorescence, single point, set 2. AID 686996, 2013. 0.53% of 350,000 active. purified caspase-6, Z-VEID-R110 cleavage fluorescence. P55212. inhibition, % at 12.5 µM;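 active = mean inhibition across replicates at least about 35%, with every replicate also reaching that limit, limit read from the data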;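 also: 0% = median of neutral control wells and 100% = no fluorescence left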
Target sequence (P55212 24-179 limits assumed): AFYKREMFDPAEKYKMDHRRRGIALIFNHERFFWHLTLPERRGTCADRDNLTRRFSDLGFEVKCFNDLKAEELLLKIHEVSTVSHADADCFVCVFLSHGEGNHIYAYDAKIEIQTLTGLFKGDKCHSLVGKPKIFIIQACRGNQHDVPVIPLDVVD
Target sequence (P55212 194-293 limits assumed): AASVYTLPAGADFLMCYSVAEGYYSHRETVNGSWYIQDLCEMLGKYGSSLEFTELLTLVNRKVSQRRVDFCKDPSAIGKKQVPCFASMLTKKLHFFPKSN
EWS-Fli block = EWS/Fli-driven NR0B1 reporter inhibitors, primary screen, A673 cells, NR0B1 luciferase, luminescence, MLPCN library; viability-normalised; inhibition, % at 12.6 µM; 0.67% of 350,000 active; AID 651661, 2012;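 active = mean inhibition of at least 50% after viability correction, with every replicate also passing that limit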;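 also: firefly luciferase signal divided by Alamar Blue viability fluorescence both relative to DMSO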
PAX8 inh HTS = inhibitors of PAX8-driven TPO luciferase reporter, primary screen, RMG-I cells, single concentration; SteadyGlo, 24 h; 1.2% of 360,000 active; inhibition, % at 12.6 µM;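 active = mean replicate inhibition at least 60% with every replicate also reaching 60%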;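 also: luciferase light reporting Pax8 driven TPO promoter activity; plate controls were median of neutral control wells for no effect and mitoxantrone controls for full effect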
LGR2 inh = inhibitors of bursicon-induced LGR2 CRE-luciferase signal, primary screen, cell-based, HEK293, CRE-luciferase reporter, bursicon stimulation; bursicon-stimulated, 4 h; inhibition, % at 9.99 µM; 0.35% of 380,000 active; AID 720647, 2013;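 active = drop in luminescence signal, shown as inhibition above about 50% in the replicate tests, limit read from the data, passing the limit was not always enough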;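 also: agonist challenge used bursicon conditioned medium at about half maximal strength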
Cneo AK release = Cryptococcus neoformans cell lysis inducers, primary screen, AK release luminescence, single concentration | AID 651654, 2012 | 0.2% of 360,000 active | lysis activity, % at 15 µM | C. neoformans lysis, adenylate kinase release luminescence, 4 h; normalised: neutral wells 0, clomiphene wells 100;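 active = mean lysis activity across replicates of at least 80%, whatever share of replicates individually reach that level; inactive = mean lysis activity below 80%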
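Assay system: log-phase C. neoformans yeast / Quantity: yeast cell density of 5 × 10^6 cells/mL / Medium: fresh YPD growth medium / Compound: single dose / Timing: static 4 h at 37 °C with compound, 1 h detection / Measured by: adenylate kinase release luminescence / Read-out: lysis from increased AK signal / Benchmarks: Clomiphene as positive lysis control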
FN deposit inh = inhibitors of fibronectin matrix deposition, primary screen, AH1F cells, Alexa488-fibronectin fluorescence, plate reader. AH1F fibroblasts, overnight. inhibition, % at 12.6 µM. 0.086% of 350,000 active. AID 743247, 2014;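 active = mean inhibition across replicates of 30% or more, regardless of how many single replicates reach that level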;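 also: positive control wells lacked labelled fibronectin entirely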
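Assay system: AH1F fibroblasts assembling fluorescent fibronectin matrix; Amount: 10000 AH1F cells per well; Buffer or medium: DMEM, 2% serum; Probe or stimulus: Alexa488-fibronectin, 24 nM final in well; Doses: single compound dose, delivered by pin transfer; Incubation: 1 h adhesion, overnight exposure; Measured by: fluorescence 485/525 nm; Read-out: fibronectin deposition inhibition.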
PGC1a acetyl inh = inhibitors of PGC1a acetylation signal, primary screen, cell-based, U2OS, AlphaScreen, inhibitor mode; AlphaScreen anti-acetyl-lysine; with virally co-expressed GCN5 acetyltransferase; inhibition, % at 15.6 µM; 0.17% of 350,000 active;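 active = every replicate shows inhibition of at least 40%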;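 also: 0% = neutral control wells and 100% = positive control wells; some results beyond the cut were filed as inactive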
Numbers without * were called inactive; / = not tested or not shown; [ ] = dose if it differs, or a comment.

Compound,miR122 inh,Casp6 inh,EWS-Fli block,PAX8 inh HTS,LGR2 inh,Cneo AK release,FN deposit inh,PGC1a acetyl inh
NC(=O)[C@H]1CC2(CC(c3cccc(NC(=O)COc4ccc(Cl)cc4)c3)=NO2)CN1C(=O)Cc1ccc([N+](=O)[O-])cc1 (stereo partly specified),/,-2,13,76*,25,-3,-7,/
O=C(O)c1ccc(/C=N/Nc2ncc(Cl)cc2Cl)cc1,-1,/,0,-33,-11,2,-2,/
CCN1CCN(c2nc3ccccc3nc2C(C#N)C(=O)OCc2ccccc2)CC1 (stereo unspecified),12,/,/,/,/,6,11,-20
CCC(=O)Nc1nnc(SCC(=O)Nc2cccc(Cl)c2)s1,/,-2,/,0,1,-8,-1,/
Cc1ccc(S(=O)(=O)NCc2ccc(C(=O)N3CCc4ccccc4C3)cc2)cc1,/,-2,-33,19,17,/,-2,/
CCC(c1nnnn1-c1c(C)cccc1C)N1CCN(CC)CC1 (stereo unspecified),/,-3,1,-12,1,/,0,/
CCCCCN(C(=O)CCC(=O)OCC(=O)NCc1ccc(OC)cc1)c1c(N)n(CCCC)c(=O)[nH]c1=O,/,1,/,7,39,-1,-30,/
COc1ccc(S(=O)(=O)N2CCOCC2)cc1NC(=O)CN1C(=O)NC2(CCCCC2C)C1=O (stereo unspecified),/,-1,1,-1,-5,54,8,/
N#Cc1c(-c2ccccc2)nc(SCc2ccc([N+](=O)[O-])cc2)[nH]c1=O,1,-2,-1,7,5,-3,-6,7
Cc1ccc(C(=O)Nc2ccccc2C(=O)O)cc1NC(=O)COc1c(C)cccc1C,-8,6,7,-5,11,-2,5,-6
N#Cc1cnn2ccc(-c3cc(N4CCOCC4)ccc3[N+](=O)[O-])nc12,/,1,10,12,1,/,/,4
CCS(=O)(=O)Nc1ccc2c(c1)C(=O)N(C)[C@H]1CC[C@@H](CC(=O)NC)O[C@H]1CO2,-17[16.7 µM],0,5,-12,-4,-4,-1,2
Cc1ccccc1CC(=O)N1CCOCC1,6,-4,-3,8,6,0,0,/
O=C(C[C@@H]1CC[C@H](NC(=O)C2CC2)[C@H](CO)O1)Nc1nccs1,/,2,-15,-6,6,-5,-2,-12
O=C(Nc1cccnc1)c1cc(-c2cccc(Cl)c2)on1,0,0,-3,-4,-64,5,-1,/
CCn1cc(C(=O)O)c(=O)c2cc(F)c(N3CCN(C(=S)NC(=O)c4ccc(OC)cc4)CC3)cc21,-5,-2,10,-17,2,0,-4,8
CC(c1ccccc1)n1cc(C(=O)NCCCn2ccnc2)nn1 (stereo unspecified),7,/,/,/,/,-1,4,9
C=CCN(c1ccccc1)S(=O)(=O)c1ccc(Cl)c(C(=O)OCC(=O)c2[nH]c(C)c(C(C)=O)c2C)c1,-2,/,/,22,-10,3,2,2
O=C(O)c1cccc(CSc2nc(-c3ccccc3)cc(C(F)(F)F)n2)c1,/,5,5,12,/,/,-4,/
Cc1cc(C)n2nc(C(=O)OCC(=O)Nc3ccc4c(c3)OC(F)(F)O4)nc2n1,0,/,/,/,-8,2,/,3
Cc1ccc(CNS(=O)(=O)c2ccc(CN3C(=O)c4cccnc4C3=O)s2)o1,-5,2,/,-17,5,3,-4,-1
C[C@H]1CN([C@@H](C)CO)C(=O)Cc2cc(NC(=O)c3ccncc3)ccc2O[C@@H]1CN(C)S(=O)(=O)c1ccc(Cl)cc1,-7[16.7 µM],-1,2,-4,-21,0,/,4
O=C(NCc1ccc(C(F)(F)F)cc1)C1CC(c2cccc(F)c2)=NO1 (stereo unspecified),-3,4,-4,10,-2,-1,-5,-3
CCCC(=O)Nc1ccc2c(c1)OC[C@H](C)N(CC1CCCC1)C[C@H](C)[C@H](OC)CN(C)C2=O,-7[16.7 µM],-2,-5,-5,12,-1,-8,8
COc1cccc(NC(=O)CN(C)C(=O)CSc2ccc3c(c2)OCCO3)c1,5,-1,-12,2,-19,-2,17,9
O=C(C[C@@H]1CC[C@H]2[C@@H](COC[C@@H](O)CN2Cc2cccc(C(F)(F)F)c2)O1)NCc1ccccc1,-3[16.7 µM],1,0,4,-4,0,3,-9
O=[N+]([O-])c1ccc2[nH]c3c(c2c1)CCCC3O (stereo unspecified),-7,4,4,6,7,5,-3,-9
O=c1[nH]nc(-c2ccccc2)c2ccccc12,-11,1,-5,-17,-1,1,-1,3
OCCCn1c(CCCNc2nc(-c3cccc(Br)c3)cs2)nc2cc(Cl)c(N3CCCCC3)cc21,3,-4,0,1,19,2,2,1
N#CCCN(Cc1cccnc1)CN1C(=O)c2ccccc2C1=O,/,/,-5,2,-6,0,5,/

Sorted by length of the SMILES (falling): some entries from above
Compound,miR122 inh,Casp6 inh,EWS-Fli block,PAX8 inh HTS,LGR2 inh,Cneo AK release,FN deposit inh,PGC1a acetyl inh
Cc1cc(C)n2nc(C(=O)OCC(=O)Nc3ccc4c(c3)OC(F)(F)O4)nc2n1,0,/,/,/,-8,2,/,3
O=C(Nc1cccnc1)c1cc(-c2cccc(Cl)c2)on1,0,0,-3,-4,-64,5,-1,/
Cc1ccccc1CC(=O)N1CCOCC1,6,-4,-3,8,6,0,0,/

Additional entries
Compound,miR122 inh,Casp6 inh,EWS-Fli block,PAX8 inh HTS,LGR2 inh,Cneo AK release,FN deposit inh,PGC1a acetyl inh
Cc1ccc(CNC(=O)[C@H](C)NC(=O)C2CCN(C(=O)[C@@H](N)CC(C)C)CC2)cc1,-5,1,5,/,-3,-1,/,2
Cc1cc(NC(=O)CCSc2ccccc2)ccc1Br,0,/,/,-51,-67,2,0,-18
C[C@@H]1CCCCO[C@@H](CN(C)Cc2ccc(Cl)c(Cl)c2)[C@@H](C)CN([C@@H](C)CO)C(=O)c2cc(NS(=O)(=O)c3ccccc3)ccc2O1,-5[16.7 µM],2,2,68*,-12,-2,/,2
O=C(CCC(=O)N(CC(=O)NC1CCCCC1)Cc1cccs1)Nc1nccs1,-4,-1,6,13,-4,4,3,-4
C[C@@H]1CN([C@H](C)CO)C(=O)Cc2cc(NC(=O)Nc3ccc4c(c3)OCO4)ccc2O[C@@H]1CN(C)C,-9[16.7 µM],-2,-5,9,20,-1,/,4
C[C@@H]1CCCCO[C@H](CN(C)C(=O)c2ccccc2)[C@H](C)CN([C@@H](C)CO)C(=O)c2cc(NC(=O)Nc3ccc(F)cc3)ccc2O1,-6[16.7 µM],-1,2,7,/,2,/,0
COCc1cc(C)nc(SCC(=O)Nc2cc3c(cc2C#N)OCO3)c1C#N,-1,1,/,/,11,-1,/,-6
CCn1ncc(Cl)c1C(=O)Nc1ccncc1,5,-2,/,/,-4,1,/,-10
C[C@@H]1CN([C@H](C)CO)C(=O)c2cccc(NC(=O)c3ccc(-c4nccs4)cc3)c2O[C@H]1CN(C)C(=O)Nc1ccccc1,0[16.7 µM],-4,0,/,12,-2,/,2
CC(C)CCN(C(=O)CNC(=O)c1cccs1)C(C(=O)NC1CCCC1)c1ccncc1 (stereo unspecified),/,0,2,-3,-7,/,-2,0
COc1ccc([C@H]2CC(=O)C=C(c3ccc(Cl)c(Cl)c3)C2)cc1,/,1,-5,-11,-4,0,-2,/
CC(C)(C)c1cc(NC(=O)C2CCCO2)no1 (stereo unspecified),1,-1,-53,/,-23,0,/,-3
Cc1ccc(S(=O)(=O)NCC(=O)OCC(=O)NCCc2ccccc2)cc1,-2,-2,1,/,-2,-1,9,4
COc1cccc(NC(=O)CN(C)C(=O)c2ccc(NS(=O)(=O)c3ccc(F)cc3)cc2)c1,1,1,6,10,-1,4,-2,5
NNC(=O)/C=C/c1ccc(Cl)cc1Cl,/,9,-3,-6,-2,/,5,/
O=C(CSc1nc2ccccc2nc1N1CCOCC1)Nc1ccccc1F,-16,1,-4,-4,-26,-1,6,-7
CC(Sc1nnc(N)s1)C(=O)NC1CCCCC1C (stereo unspecified),/,2,-6,-6,-14,0,6,/
COc1ccc(C2Nc3ccccc3C(=O)N2c2ccccc2)cc1CSc1ccccn1 (stereo unspecified),-1,2,-15,30,2,-4,-2,7
CCOC1OC(=O)C(Cl)=C1Nc1cc(C)ccc1C (stereo unspecified),/,5,-1,12,13,/,2,6
Cc1noc(C)c1NC(=O)Nc1ccc2c(c1)C(=O)N([C@H](C)CO)C[C@@H](C)[C@H](CN(C)C(=O)c1ccccc1)OCCCC[C@H](C)O2,-8[16.7 µM],2,2,11,11,-2,/,6
COc1cccc(NC(=S)N2CCn3cccc3C2c2cccnc2)c1 (stereo unspecified),/,-1,0,13,-43,/,/,-4
COC(=O)c1ccccc1NC(=S)NC(=O)c1ccc2ccccc2c1,/,2,1,10,1,/,0,/
N#CCCN(C(=O)COC(=O)CCc1ccccc1)c1ccccc1,-3,-1,1,6,1,0,5,/
C[C@@H]1CN([C@H](C)CO)C(=O)c2cc(NC(=O)Nc3ccccc3)ccc2O[C@@H](C)CCCCO[C@H]1CN(C)S(=O)(=O)c1ccc(Cl)cc1,-9[16.7 µM],-2,-22,70*,9,-1,/,-10
O=C(Cc1c[nH]c2ccccc12)N/N=C/c1cccc(F)c1,-2,-4,0,74*,-6,7,0,13
Cc1ccc2[nH]c(=O)c3cc(C(=O)NCCN4CCN(C)CC4)sc3c2c1,-4,-29,-5,-6,-19,2,2,-9
CCCCN(CC)CCCNC(=S)Nc1ccc2nc(N3CCN(C)CC3)cc(C)c2c1,2,-90,3,-18,13,-1,13,10
C=C(C)CSC1=C(C#N)C(c2ccsc2)CC(=O)N1 (stereo unspecified),-6,/,/,23,/,0,1,9
CCn1c(CNC(=O)COc2ccc(C(C)C)cc2)nnc1SCC(=O)Nc1ccccc1F,-6,53*,/,/,-6,-2,/,-2
Cc1ccc(S(=O)(=O)/N=C(/Nc2ccc([N+](=O)[O-])cc2[N+](=O)[O-])c2ccccc2)cc1,/,-2,-1,1,/,/,2,/

High-throughput results deposited in PubChem by Broad Institute.
